NCF1 inh = p47phox (human) inhibition. P14598. p47phox/p22phox peptide binding, fluorescence polarization, 2 h. inhibition, % at 24.7 µM. 220,000 tested, 0.53% active. AID 1274;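 active means inhibition above about 30%, limit read from the data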;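 further: 0% = p47phox with labelled peptide and 100% = labelled peptide alone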
RBBP9 inhibitor = inhibitors of human serine hydrolase RBBP9; recombinant RBBP9, FP-Rh probe fluorescence polarization; inhibition, % at 7.94 µM; 220,000 tested, 0.2% active;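 active means inhibition above the campaign mean of all tested compounds plus 3 SD, cut at about 14% in these data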;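 further: plate controls were DMSO wells with RBBP9 for no effect and wells lacking RBBP9 protein for full effect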
Target sequence (O75884 whole entry, looked up): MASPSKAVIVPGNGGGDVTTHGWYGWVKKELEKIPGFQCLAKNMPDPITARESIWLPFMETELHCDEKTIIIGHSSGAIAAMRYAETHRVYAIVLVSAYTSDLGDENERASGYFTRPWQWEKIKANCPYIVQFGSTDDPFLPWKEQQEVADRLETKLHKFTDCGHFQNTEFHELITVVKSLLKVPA
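Test system – recombinant human RBBP9 · Input – RBBP9 2.5 µM in dispensing solution, pre-mixing · Medium – Tris buffer pH 8.0, NaCl, Pluronic · Schedule – preincubation 30 min plus labeling 45 min at 25 °C · Measured by – fluorescence polarization · Measure – % inhibition · Controls – DMSO and no-protein wells · Replicates – one well per compound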
BaF3 tox = counter-screen for JAK2V617F inhibitors: parental Ba/F3 viability inhibitors. CellTiter-Glo ATP luminescence. inhibition, % at 5.6 µM. 220,000 tested, 1.1% active. AID 1486;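 active means inhibition above a per-campaign cutoff, the mean inhibition of all tested compounds plus 3 SD, cut at about 27% in these data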;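 further: 0% = DMSO wells and 100% = JAK Inhibitor I control wells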
Ba/F3 V617F tox = reduce viability of Ba/F3 cells dependent on JAK2V617F. inhibition, % at 5.6 µM. 220,000 tested, 1.1% active. Ba/F3 EpoR-JAK2V617F viability, ATP luminescence;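 active means inhibition above the campaign mean plus 3 SD over all tested compounds, cut at about 24% in these data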;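 further: cytokine-independent growth of Ba/F3 cells driven by EpoR plus mutant JAK2; 0% = DMSO-treated cells and 100% = JAK inhibitor I control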
Tb hexokinase = T. brucei hexokinase 1 inhibition | recombinant TbHK1, G6PDH-coupled NADH A340 | inhibition, % at 10 µM | 220,000 tested, 0.11% active | AID 1430;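 active means inhibition of 50% or more in the single-dose primary screen; inactive means inhibition below 50%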
p97 ATPase inh = inhibitors of human p97 ATPase. recombinant p97 ATPase, Kinase-Glo ATP luminescence, 3 h. 220,000 tested, 0.42% active. inhibition, % at 8 µM. AID 1481; in the data active means inhibition above about 15%;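 further: 0% = DMSO vehicle and 100% = wells lacking enzyme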
Target sequence (P55072 whole entry, looked up): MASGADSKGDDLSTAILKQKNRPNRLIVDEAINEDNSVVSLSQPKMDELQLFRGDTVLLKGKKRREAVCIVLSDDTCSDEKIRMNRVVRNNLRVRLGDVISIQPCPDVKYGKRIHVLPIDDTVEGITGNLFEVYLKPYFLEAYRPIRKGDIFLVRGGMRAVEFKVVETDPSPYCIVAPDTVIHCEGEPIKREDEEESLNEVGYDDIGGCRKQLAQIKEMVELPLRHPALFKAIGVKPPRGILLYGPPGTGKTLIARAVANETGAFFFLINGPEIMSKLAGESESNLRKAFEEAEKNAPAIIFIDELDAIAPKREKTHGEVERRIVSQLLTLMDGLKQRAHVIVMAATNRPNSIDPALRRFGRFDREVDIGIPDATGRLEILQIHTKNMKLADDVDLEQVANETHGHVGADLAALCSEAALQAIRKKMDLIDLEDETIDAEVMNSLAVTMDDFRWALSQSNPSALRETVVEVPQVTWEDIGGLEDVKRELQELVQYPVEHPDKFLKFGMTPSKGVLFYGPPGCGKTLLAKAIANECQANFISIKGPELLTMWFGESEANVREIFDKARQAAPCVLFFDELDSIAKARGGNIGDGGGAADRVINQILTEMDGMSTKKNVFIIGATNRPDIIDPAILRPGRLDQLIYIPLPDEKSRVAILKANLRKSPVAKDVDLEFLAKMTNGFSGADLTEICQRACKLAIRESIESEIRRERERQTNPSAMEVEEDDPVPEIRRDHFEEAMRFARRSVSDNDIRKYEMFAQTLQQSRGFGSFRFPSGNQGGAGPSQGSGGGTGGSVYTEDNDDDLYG
EP2 antag = inhibitors of human EP2 prostaglandin E2 receptor. inhibition, % at 25 µM. 260,000 tested, 0.52% active. P43116. AID 1422. C6 glioma cells expressing human EP2, cAMP TR-FRET; cells stimulated with saturating PGE2;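 active means percent inhibition above 40 after rounding to a whole number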;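 further: rat C6 glioma host cells with rolipram phosphodiesterase inhibitor present; the protocol text gives 20 µM as final concentration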
PPC-1+TRAIL kill = compounds killing PPC-1 cancer cells with TRAIL present (potentiator screen, no TRAIL-free arm); PPC-1 cells + TRAIL, ATPLite viability luminescence; cell killing (% activity), % at 4 µM; 220,000 tested, 0.41% active;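 active means cell killing above 50% in the first pass at 4 µM, then a duplicate retest at 5 µM averaging 50% or more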;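 further: plate controls were cells with TRAIL plus DMSO for no effect and medium-only wells lacking cells for full effect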
Furin inh = human furin inhibition | AID 463115 | inhibition, % at 30 µM | P09958 | 220,000 tested, 0.061% active | purified furin, fluorogenic substrate cleavage; in the data active means inhibition above about 25%; further: inactives centre near -15
An asterisk follows results filed as active; / = no result given; & = joins results of further samples; [ ] = remark or other dose.

SMILES	NCF1 inh	RBBP9 inhibitor	BaF3 tox	Ba/F3 V617F tox	Tb hexokinase	p97 ATPase inh	EP2 antag	PPC-1+TRAIL kill	Furin inh
COc1ccc(OC)c(-n2c(SCC(=O)Nc3cccc(S(N)(=O)=O)c3)nc3ccccc3c2=O)c1	-24	-9	2	5	-15	1	3	17	-18
Cc1cc(C)c(NC(=S)N(Cc2cccnc2)Cc2ccco2)c(C)c1	-3	-8	2	-2	-3	-1	3	-4	-21
Cn1cccc1C(=O)C(=O)Nc1ccccc1	-5	-7	2	-1	-18	-6	14	22	-20[20 µM]
COc1ccccc1N1CN(Cc2ccccc2)CNC1=S	-11	-3	3	-6	1	7	8	3	-26
O=C(COc1ccccc1)Nc1cccc(-c2nc3ccccc3[nH]2)c1	-61	-18	8	2	7	6	11	13	-21
N/C(=N\OC(=O)c1cccc(Br)c1)c1ccc(Br)cc1	-12	-3	1	35*	-5	8	19	1	-25[20 µM]
CCC(OC(=O)c1cccs1)C(=O)NCc1ccc(C)cc1 (stereo unspecified)	5	-11	5	3	1	-5	5	7	-21
O=C(CN1CCN(c2ccccc2F)CC1)c1ccc2c(c1)OCO2	-3	-6	6	0	-1	3	6	2	-20[20 µM]
CCOCCCn1c(SCC(=O)NCc2ccco2)nc2c(sc3ccccc32)c1=O	-7	-4	3	-2	-14	1	4	20	-15[20 µM]
O=C(C(=O)N1CCN(C(=O)c2ccco2)CC1)c1c[nH]c2ccccc12	-14	-2	9	2	-7	7	6	28	-13
COc1ccc(CCNC(=O)CN(c2ccc(OC)cc2)S(C)(=O)=O)cc1	-4	-10	6	0	3	-3	6	10	-5
O=C(Cc1cccs1)Nc1ccc(C(=O)O)cc1	-7	-3	-2	-6	0	10	8&13	-4	-18
CCOC(=O)c1[nH]c2ccccc2c1NC(=O)Nc1ccc(OC)cc1	0	-10	2	4	-4	-6	11	19	-8[20 µM]
Oc1ccc(N=Nc2ccc(Br)cc2)c(O)c1	-10	-3	0	-4	-9	8	28	15	-3
CCC/C(=N\NC(=O)c1ccc(OC)c(OC)c1)c1ccccc1	3	2	6	1	-2	6	4	13	-14
COCC(=O)Oc1c(S(=O)(=O)c2ccc(C)cc2)c(C)nn1-c1ccccc1	-7	4	3	0	2	10	11	24	-10
CC(=O)Nc1ccc(S(=O)(=O)NCc2cn3ccsc3n2)cc1	-3	-8	2	-3	2	5	6	32	-13[20 µM]
COC(=O)c1ccccc1N=Nc1c(C)[nH][nH]c1=O	-20	-3	4	-2	-23	6	9	-6	-4
COc1ccc(-c2ccc(SCC(=O)Nc3cccc(C(C)=O)c3)nn2)cc1OC	5	-4	2	3	-4	-5	10	25	-22
Cc1ccc(CN(Cc2cccnc2)C(=O)CN2C(=O)COc3ccccc32)o1	-10	-3	4	2	4	4	5&8	14	-21

Structures from the list above that have a furan ring, fused or not:
SMILES	NCF1 inh	RBBP9 inhibitor	BaF3 tox	Ba/F3 V617F tox	Tb hexokinase	p97 ATPase inh	EP2 antag	PPC-1+TRAIL kill	Furin inh
Cc1cc(C)c(NC(=S)N(Cc2cccnc2)Cc2ccco2)c(C)c1	-3	-8	2	-2	-3	-1	3	-4	-21
CCOCCCn1c(SCC(=O)NCc2ccco2)nc2c(sc3ccccc32)c1=O	-7	-4	3	-2	-14	1	4	20	-15[20 µM]
O=C(C(=O)N1CCN(C(=O)c2ccco2)CC1)c1c[nH]c2ccccc12	-14	-2	9	2	-7	7	6	28	-13
Cc1ccc(CN(Cc2cccnc2)C(=O)CN2C(=O)COc3ccccc32)o1	-10	-3	4	2	4	4	5&8	14	-21

The list continues:
SMILES	NCF1 inh	RBBP9 inhibitor	BaF3 tox	Ba/F3 V617F tox	Tb hexokinase	p97 ATPase inh	EP2 antag	PPC-1+TRAIL kill	Furin inh
O=C(NC(=S)N1CCN(Cc2ccccc2)CC1)c1cccnc1	3	-13	10	3	0	-3	3	9	-2
O=C(O)C1CCCN1S(=O)(=O)c1cccs1 (stereo unspecified)	-11	-2	3	1	-8	3	15	-3	-17[20 µM]
O=C(c1cnn2c(C(F)F)cc(C3CC3)nc12)N1CCc2ccccc2C1	-14	-7	6	-1	-7	-2	9	12	-24[20 µM]
CCS(=O)(=O)N1CCC(C(=O)NCCc2ccc(C)cc2)CC1	-5	-3	2	-3	0	-1	2	7	-21[20 µM]
CCc1nc(NCCC(C)C)c(C#N)c2c1CCCC2	-5	-7	2	-5	0	7	12	-1	-17[20 µM]
CCOC(=O)Nc1csnn1	-11	8	-5	0	-4	8	5	15	-23
CC1CC(C)CN(CCCNC(=O)Cc2c(C(=O)O)[nH]c3ccccc23)C1 (stereo unspecified)	-8	-6	0	4	2	-5	4	13	-7
CCOC(=O)C1CCCN(C(=O)c2cc(S(=O)(=O)N3CCCCC3)ccc2C)C1 (stereo unspecified)	5	-5	-3	-3	1	4	9	3	-19
O=C(Nc1nc2c(c(=O)[nH]1)CCCC2)C1CC1	-3	-11	2	1	25	-7	20	29	-11[20 µM]
CCN=C1SC(C(=O)Nc2ccc(OC)cc2)CC(=O)N1CC (stereo unspecified)	-9	-3	5	-1	-2	2	9	28	-29
Cc1cc(=O)[nH]c(SCc2nc3ccccc3n2Cc2ccccc2)n1	9	-3	5	1	25	6	5	8	-15
O=C(ONC1=NCCCCC1)c1ccc([N+](=O)[O-])cc1	8	-7	3	4	6	-3	3	14	-13
Cc1ccc(NC2c3ccccc3C(=O)N2c2cccnc2)cc1 (stereo unspecified)	-6	-5	-2	5	5	-1	6	10	-20
CC(CCc1ccccc1)NC(=O)CSc1ccccc1 (stereo unspecified)	-11	-6	1	2	39	-1	10	20	4
NC(=S)N1CCCc2ccccc21	-10	-11	-5	-3	-4	8	8	1	-16
CSc1ccc(Cl)c(C(=O)NCC(C)C)c1	-8	-10	7	-2	5	3	3	7	-27[20 µM]
Cc1cc(C)c2nc(SCCc3ccccc3)nc(C)c2c1	-6	-1	6	0	-7	-4	14	-5	-20[20 µM]
C=CCC(C(=O)c1ccccc1)[N+](C)(C)CC=C (stereo unspecified)	-3	-11	6	-3	-3	3	4	-2	-23
COc1cccc(CN2CCC(C(=O)N3CCN(c4ccccc4F)CC3)CC2)c1OC	-6	-7	4	-3	0	-1	14	16	-27
COc1cc(C2/C(=C(/O)c3ccccc3)C(=O)C(=O)N2c2ccccn2)ccc1O (stereo unspecified)	-1	-5	9	1	-16	4	1	12	-18
CCOC(=O)c1nnn2c1nc(N(CC)CC)c1ccccc12	-3	1	5	-3	-26	6	11	14	-1
Cc1ccc(NC(=O)Cn2nc(C)cc2C)cc1	-7	-2	3	-3	10	5	12	35	-27
O=c1c2ccccc2cnn1-c1ccc(Cl)cc1	-19	-10	1	3	-1	-3	8	-17	-17[20 µM]
CCCCNC(=O)c1onc(CSc2cccc3ccccc23)c1C(=O)O	-7	1	3	-1	1	-1	24	-7	-9[20 µM]
COc1ccccc1OCCn1c(=O)sc2ccccc21	-1	-14	3	2	5	-8	6&7	8	-10[20 µM]
CC(C)CC1NC(=O)N(CCCCN2C(=O)c3ccccc3C2=O)C1=O (stereo unspecified)	-3	-8	8	1	0	-1	2	10	-14
CSc1ncccc1C(=O)Nc1nc2c(C)cccc2s1	-11	-7	8	-1	25	6	6	21	-13
CCOC(=O)C1(CC)NC(c2cccc(F)c2)C2C(=O)N(CC)C(=O)C21 (stereo unspecified)	-2	0	3	-1	-2	-3	9	6	-15[20 µM]
CCNS(=O)(=O)c1ccc(NC(=O)Cn2nc(C(F)(F)F)cc2C)cc1	-6	-6	-1	-2	-4	-2	0	7	-25
Cn1cccc1C(C#N)(CC#N)c1cccc(F)c1C#N (stereo unspecified)	-2	-5	7	-2	-8	4	9	21	-9
CCc1cccc(CC)c1NC(=O)CSc1nnc(C(C)C)n1CC	-5	-9	2	-1	4	5	/	22	-19
COC(=O)c1ccc(/C=N/OCC(=O)NCc2ccc(F)cc2)cc1	2	3	12	5	1	0	10	16	-12
CSc1nc(O)c(Cc2ccccc2)c(=O)[nH]1	-4	-10	11	5	8	3	3	24	-27
C=CCNC(=S)Nc1cccc2[nH]ncc12	-5	9	3	-4	-10	5	4	3	-9
Cn1c(CC(=O)NC(C)(C)CO)c(Sc2ccccc2)c2ccccc21	-7	-5	6	0	-5	-8	1	13	-17
O=C(NNC(=O)c1sccc1-n1cccc1)Nc1ccc(F)cc1	-6	-4	7	2	-4	6	5	4	-26
CC(=O)NC1=C(NC2CCS(=O)(=O)C2)C(=O)c2ccccc2C1=O (stereo unspecified)	3	-6	10	1	-2	-2	8	-8	-2
CCc1nnc(NC(=O)c2ccc(S(=O)(=O)N3CCc4ccccc4C3)cc2)s1	-7	3	1	-4	4	3	11	17	-15
COC(=O)/C=C(\Oc1ccccc1)C1(O)CCCCC1	-7	4	-6	-2	-11	4	8	13	-11
COCCN(C(=O)CSc1nnc(-c2ccccc2F)n1C)c1c(N)n(Cc2ccccc2)c(=O)[nH]c1=O	-1	4	3	0	-3	7	4	11	-21
Cc1nc(SCC(=O)Nc2ccccc2)c2oc3ccccc3c2n1	8	-3	2	-4	-5	3	15	22	-10
Cc1ccc(C(=O)N2N=C3c4ccccc4S(=O)(=O)N3[C@H]2N(C)C)cc1	-5	-7	9	-1	-4	5	6	-6	-28
O/N=C1\CC2(Cc3nonc31)OCCO2	2	-4	1	-3	8	9	8	5	-19
Cc1cccc(/C=N/NC(=O)C2CCCNC2=O)c1 (stereo unspecified)	-19	4	4	-1	-2	2	10	30	-24
COC(=O)COc1cccc(NC(=O)c2cccc(C)c2)c1	2	2	10	0	0	0	3	0	-15
CCCOc1ccc(C(=O)NNC(=S)NC(=O)c2cc(-c3ccc(Cl)cc3)nc3ccccc23)cc1	-4	-12	-1	-2	-13	3	12	16	-8[20 µM]
O=C(CSc1nc2sc3c(c2c(=O)n1Cc1ccco1)CCC3)N1CCc2ccccc21	/	0	4	0	-10	2	/	/	-22[20 µM]
CCn1c(COc2ccccc2)nnc1SCC(=O)NCc1ccco1	4	-4	1	-3	3	1	1	-11	-18
COc1cc(CNC2CCCCC2OC)cc(OC)c1OC (stereo unspecified)	0	-3	2	-2	4	0	3	14	-8
CCOC(=O)/C=c1\s/c(=C(\C#N)C(=O)NC)n(-c2ccccc2)c1=O	-21	-7	1	-4	-26	3	2	-4	-26[20 µM]
C=CCNCCCCOc1cccc(Br)c1	-7	-3	6	-1	-1	4	4	19	-29
O=C(Nc1cccs1)OCCN1CCN(Cc2ccccc2)CCC1=O	-4	-8	1	-2	1	5	13	13	-19
CC1(C)C(=O)Nc2ccccc2N1C(=O)COc1cccnc1[N+](=O)[O-]	-11	-4	5	-1	-7	3	6	-1	-11
COc1ccc(/C(N)=N/OC(=O)CCCc2ccccc2)cc1OC	-11	2	6	1	1	-3	4	9	-14
COc1cc(C(=O)OC2CC3CCC2(C)C3(C)C)ccc1OC(C)=O (stereo unspecified)	-4	-7	-6	0	-6	-3	9	14	-5
Cc1nc(SCC(=O)OCc2ccccc2)c(C#N)c(-c2ccccc2)c1C(=O)Nc1ccccc1	-47	-23	3	-4	1	2	7	18	-30[20 µM]
COC(=O)c1cc(NC(=O)c2cccc(C(F)(F)F)c2)c(=O)oc1C/C=N/OCc1cccc(Cl)c1Cl	-156	0	6	-2	-19	0	10	-2	-15[20 µM]
Cc1sc2nc(SCC(=O)N(C)Cc3ccccc3)n(-c3ccccc3)c(=O)c2c1C	-23	-6	0	5	2	-3	9	6	-7[20 µM]
O=C(Nc1nsc(-c2ccccc2)n1)c1ccc(F)cc1	-7	-1	4	2	-3	0	10	/	-15

Screening results as filed in PubChem.

A portion of the library, so the mix of outcomes need not match the whole.
